Compound activity (PubChem BioAssay)
LDHA block: qHTS assay for inhibitors of human lactate dehydrogenase. actives 0.15% (n = 480,000). L-lactate dehydrogenase A chain (Homo sapiens), P00338. activity change, % (values are at about 110 or 230 µM). purified LDHA, NADH/diaphorase-resazurin fluorescence; stronger effect = lower value; in the data active = activity change below about -30%; inconclusive = mostly about -25% to -30%;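 also: plate controls were DMSO wells for no effect and wells without enzyme for full effect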
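LDH5 2 nM; NADH 0.06 mM, pyruvate 0.2 mM; 200 mM Tris pH 7.4, EDTA, Tween-20; 5 min RT. Detection: diaphorase 0.133 mg/mL + resazurin 37 µM, fluorescence ex540/em590 at 0 and 20 min; normalized to enzyme-free and DMSO wells.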
Vif-APOBEC3G blk: qHTS for Inhibitors of Vif-A3G Interactions: qHTS. Potency, µM (highest dose often 46.1 µM), for the others: top-dose activity, negative = active, actives largely listed as inhibitors. HeLa A3G-eYFP + Vif (tagged APOBEC3G with the HIV-1 protein that degrades it), YFP fluorescence, overnight. actives 0.076% (n = 410,000);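 also: potency is read from the fitted curve at half-maximal effect; % is scaled to controls: 0 for no effect and ±100 for the full control effect; nearly all actives have a fitted effect of over 60% in size; hits raise eYFP signal because A3G escapes Vif-driven loss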
Target sequence (Q9HC16 whole entry, looked up): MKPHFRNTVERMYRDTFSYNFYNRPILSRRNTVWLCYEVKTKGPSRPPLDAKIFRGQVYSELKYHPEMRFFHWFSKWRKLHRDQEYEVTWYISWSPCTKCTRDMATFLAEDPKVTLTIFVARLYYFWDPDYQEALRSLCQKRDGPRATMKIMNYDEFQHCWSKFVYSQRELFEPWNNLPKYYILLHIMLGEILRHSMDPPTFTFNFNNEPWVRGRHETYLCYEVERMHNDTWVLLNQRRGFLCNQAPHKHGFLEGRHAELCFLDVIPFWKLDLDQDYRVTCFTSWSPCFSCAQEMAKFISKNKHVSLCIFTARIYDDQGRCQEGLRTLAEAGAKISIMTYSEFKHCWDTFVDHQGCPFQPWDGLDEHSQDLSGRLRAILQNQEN
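HeLa cells stably expressing Vif and C-terminally eYFP-tagged A3G, seeded overnight at 37 deg C, then exposed to compound by pintool overnight at 37 deg C. Rise in yellow fluorescence (Ex 488/Em 500-530, Acumen) marks blocked Vif-driven A3G degradation.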
PI4K2A inh: qHTS for small molecular inhibitors of PI4K2A; Phosphatidylinositol 4-kinase type 2-alpha (Homo sapiens), Q9BTU6; purified PI4K2A, ADP-Glo luminescence, 1 h; stronger effect = lower value; activity change, negative = inhibition, % at 76.9 µM; actives 0.13% (n = 420,000); AID 1346378, 2018; in the data active = activity change below about -50%; inconclusive = mostly about -30% to -49%;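 also: -100% = wells without enzyme as full effect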
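PI4K2A activity was measured by ADP-Glo luminescence: enzyme (4 ug/mL stock) and phosphatidylinositol (1.2 mM stock) in Tris pH 7.5/MgCl2/EGTA/Triton X-100 buffer were reacted with ATP (300 microM stock) for one hour at ambient temperature.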
USP1-UAF1 inh: Inhibitors of USP1/UAF1: Primary Screen; Ubiquitin carboxyl-terminal hydrolase 1 (Homo sapiens), O94782; recombinant USP1/UAF1, Ub-Rhodamine cleavage fluorescence; Potency, µM (top dose mostly 57.1 µM), inactives show top-dose activity change, negative = inhibition, actives largely listed as inhibitors; actives 0.23% (n = 390,000); AID 743255, 2014; also: potency is read from the fitted curve at half-maximal effect; % is scaled to controls: 0 for no effect and ±100 for the full control effect; nearly all actives have a fitted effect of over 60% in size; inactives centre near -12
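In this screen, compounds sit with the deubiquitinase complex (1nM) for 15 min at room temperature before Ub-Rho is added at 150nM final. Fluorescence rise is then followed for 6 reads every 60 seconds.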
Vif-A3F inh: qHTS for Inhibitors of Vif-A3F Interactions: qHTS; actives 0.2% (n = 390,000); Potency, µM (highest dose often 46.1 µM), for inactives: at the top dose activity, negative = active; HeLa A3F-eYFP + Vif (tagged APOBEC3F with the HIV-1 protein that degrades it), YFP fluorescence increase; also: potency is read from the fitted curve at half-maximal effect; % of control where 0% means no effect; nearly all actives have a fitted effect of over 65% in size
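Fluorescence increase (Ex 488/Em 500-530) after overnight compound treatment at 37 deg C flags inhibition of Vif-driven A3F-eYFP loss in stable HeLa A3F-eYFP/Vif cells seeded overnight beforehand.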
RXFP1 agonist: qHTS Assay for Agonists of the Relaxin Receptor RXFP1 | HEK293T-RXFP1 cAMP TR-FRET, 30 min; response scale: percent of porcine relaxin response, buffer zero | Potency, µM (top dose mostly 57.5 µM), for inactives: at the top dose activation, actives largely listed as activators | actives 0.3% (n = 370,000) | AID 2676, 2010; also: potency is read from the fitted curve at half-maximal effect; % is scaled to controls: 0 for no effect and ±100 for the full control effect; nearly all actives have a fitted effect of over 60% in size; many of its hits are not listed in these tables
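HEK293T cells stably expressing RXFP1 were pretreated with the PDE4 inhibitor Ro 20174, exposed to compounds for 30 min at 37C, lysed, and cAMP was read by TR-FRET. Data normalized to buffer (basal) and 29 nM porcine relaxin (100%).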
IDH1 R132H inh: qHTS for Inhibitors of mutant isocitrate dehydrogenase 1 (IDH1): qHTS; Isocitrate dehydrogenase [NADP] cytoplasmic (Homo sapiens), O75874; IDH1-R132H enzyme, NADPH consumption, diaphorase/resazurin fluorescence; Potency, µM (titrated, usually from 76.6 µM), for inactives: at the top dose activity change, negative = inhibition, hits mostly inhibitors; actives 0.093% (n = 390,000); AID 602179, 2012; also: potency is read from the fitted curve at half-maximal effect; % is scaled to controls: 0 for no effect and ±100 for the full control effect; nearly all actives have a fitted effect of over 65% in size
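IDH1-R132H (0.5 ug/mL dispensed) in pH 7.5 Tris buffer was preincubated 30 min with compound, then given a substrate mix of 0.016 mM NADPH and 2 mM alpha-KG for 80 min at room temperature; remaining NADPH was read by diaphorase/resazurin fluorescence.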
TrxR1 substrate: qHTS Assay for Substrates of Mammalian Selenoprotein Thioredoxin Reductase 1 (TrxR1): qHTS; actives 0.01% (n = 390,000); purified TrxR1 substrate turnover, NADPH consumption readout; Potency, µM (titrated, usually from 114 µM), without a hit: at the top dose activity change, negative = substrate turnover; also: potency is read from the fitted curve at half-maximal effect; % is scaled to controls: 0 for no effect and ±100 for the full control effect; nearly all actives have a fitted effect of over 50% in size
Target sequence (O89049 whole entry, looked up): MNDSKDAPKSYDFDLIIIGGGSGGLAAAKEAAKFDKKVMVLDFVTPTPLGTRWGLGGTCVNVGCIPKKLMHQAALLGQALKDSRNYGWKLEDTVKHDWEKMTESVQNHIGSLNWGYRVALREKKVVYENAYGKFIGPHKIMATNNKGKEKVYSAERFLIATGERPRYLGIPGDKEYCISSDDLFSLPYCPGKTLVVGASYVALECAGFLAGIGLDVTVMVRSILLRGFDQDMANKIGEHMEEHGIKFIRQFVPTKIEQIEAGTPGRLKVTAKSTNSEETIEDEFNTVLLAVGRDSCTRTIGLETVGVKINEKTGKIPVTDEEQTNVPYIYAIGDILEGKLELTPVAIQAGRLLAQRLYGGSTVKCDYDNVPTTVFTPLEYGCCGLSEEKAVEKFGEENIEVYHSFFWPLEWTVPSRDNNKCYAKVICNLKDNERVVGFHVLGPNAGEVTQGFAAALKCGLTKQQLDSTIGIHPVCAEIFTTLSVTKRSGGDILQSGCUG
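Rat TrxR1, dispensed at 90 nM, was prereduced with 400 uM NADPH (final) for 5 min at ~22 deg C, then incubated with compound 15 min before 400 uM selenite. A first-read NADPH fluorescence drop versus no-compound background flagged substrates.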
GRP78 ERSR act: qHTS for Inducers of the Endoplasmic Reticulum Stress Response (ERSR) in Human Glioma: qHTS; U87-MG GRP78 promoter luciferase reporter, 16 h; Potency, µM, inactives show at the top dose activation, hits mostly activators; actives 0.02% (n = 420,000); AID 602332, 2012; also: potency is read from the fitted curve at half-maximal effect; series mostly up to about 76 µM; % of control where 0% means no effect; nearly all actives have a fitted effect of over 35% in size
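Stably transfected U87-MG human glioma cells carrying a GRP78-based luminescent sensor were seeded at 1000 cells/well, pin-dosed with compounds and incubated 16 h. Luciferase reagent was then added, and end-point luminescence was read after 10 min at room temperature.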
* = called active by the depositor; ? = inconclusive; . = no result given; & = joins results of further samples; [ ] = another dose, or the depositor's remark. Unless noted, calls follow the shape of the dose curve; as a rule, active = well fitted curve in the direction sought with a large enough effect; inconclusive = small, poorly fitted or top-dose-only effect, or another doubt; inactive = no such curve, though single readings can be large; an effect the other way counts as inactive or inconclusive.

SMILES | LDHA block | Vif-APOBEC3G blk | PI4K2A inh | USP1-UAF1 inh | Vif-A3F inh | RXFP1 agonist | IDH1 R132H inh | TrxR1 substrate | GRP78 ERSR act
O=C(NCc1ccccc1)C1=C[C@@H](C2CC2)C[C@@H](OCCCCO)O1 | -1 | 1% | -1 | -15% | 2% | -1.9% | 2%[38.3 µM] | 0% | -1%
COc1ccccc1N1CCN(C(=O)c2cn(CC(C)C)c(=O)c3c2c2ccccc2n3C)CC1 | -4 | -4% | 5 | -3% | 2% | 5.2% | -8% | 7% | -5%
Cc1ccc(Cn2cc(-c3ccccc3)nn2)cc1 | 0 | 5% | 0 | -30% | -4% | -1.4% | 2% | 1% | 3%
CCOc1cc(NS(=O)(=O)c2ccccc2)c(OCC)cc1NC(=O)c1ccco1 | 14 | 0% | 0 | ? | 7% | -0.3% | 8% | -2% | -2%
O=[N+]([O-])c1cccc(Cl)c1NCCNS(=O)(=O)c1ccc(Cl)cc1 | -9 | -2% | -2 | -23% | -15% | 0.0% | 10% | 0%[57.1 µM] | -2%
COc1ccc(S(=O)(=O)N2CCC(C(=O)NCCC(=O)Nc3cccc(Cl)c3)CC2)cc1 | -16 | -7% | -2 | -32% | 4% | -1.9% | -1% | -8% | -4%
Cc1ccc(OC(=O)CCC(=O)NC(C)c2ccccc2)cc1 (stereo not drawn) | 0 | 2% | -2 | -11% | -10% | -0.3% | 2% | -7% | -6%
CN(C)/C=C/C(=O)c1cccc([N+](=O)[O-])c1 | -8 | 0% | -3 | 6% | -4% | 0.5% | -2% | -6% | 12%
COc1ccc(S(=O)(=O)NC(C)C(=O)O)cc1 (stereo not drawn) | -5 | 1% | -1 | -12% | 2% | 0.6% | 0% | 12% | -4%
CCCc1ccc(C(=O)NNc2ccccc2F)cc1 | -1 | -23% | 4 | -22% | -6% | 6.2% | 2% | 1% | 4%
Cc1ccc(-c2nnn(CC(=O)NCCc3ccc4c(c3)OCO4)n2)o1 | -5 | 0% | 5 | -10% | -2% | 0.9% | 5% | -8% | -3%
COc1ccc(Cn2c(O)c(C=Nc3ccccc3C(=O)O)c3ccccc3c2=O)cc1 | -5 | 3% | -5 | ? | -3% | -1.9% | 0% | 3% | 0%
COc1ccc(/C=C2\SC(=S)N(CCCC(=O)NNC(=O)c3ccccc3O)C2=O)cc1 | -8 | 0% | 1 | -9% | -5% | 2.3% | 0% | -3%[57.1 µM] | -10%
COc1ccccc1N1CCN(CCCNc2c(C)c(=O)n(C)c(=O)n2C)CC1 | 4 | -2% | -2&-5 | -19% | -3% | . | 2% | 7%[57.1 µM] | -2%&-3%&-4%
CC(=O)Nc1ccccc1C(=O)C(=O)NCCc1ccccc1 | 0 | 1% | 3 | -6% | -7% | -1.0% | 7% | -14% | -5%
Cc1ccc(CNC(=O)C2c3ccccc3C(=O)N(C)C2c2c[nH]c3ccccc23)o1 (stereo not drawn) | 2 | -5% | -8 | -22% | -6% | 1.6% | 0% | 10%[57.1 µM] | -1%
CN(CC(=O)Nc1ccc(S(=O)(=O)N2CCCC2)cc1)Cc1cccc(Cl)c1Cl | 2 | -2% | -1 | -21% | 2% | 2.6% | 1% | 1% | -6%
Cc1ccsc1S(=O)(=O)N1CCC(CO)(CC2CCCCO2)CC1 (stereo not drawn) | -10 | -1% | 202 | -4% | -2% | 3.1% | 12% | 5%[57.1 µM] | -5%
N=C1c2ccccc2CN1c1ccc(S(=O)(=O)N2CCCCC2)cc1 | 0 | -7% | -2 | -15% | 3% | 1.0% | 2% | -9%[57.1 µM] | -6%
NS(=O)(=O)c1ccc2nc(NC(=O)COc3ccc(Cl)cc3Cl)sc2c1 | 10 | -22% | -1 | -25% | -6% | 4.2% | -4% | 0%[57.1 µM] | 2%
Cc1cc(/C=N/Nc2ccc([N+](=O)[O-])cn2)c(C)n1-c1cccc(C(=O)O)c1 | -8 | -8% | -4 | -12% | -4% | 5.7% | 0% | -17% | 3%
CC(C)N(Cc1ccccc1)S(=O)(=O)c1ccc(F)cc1 | -3 | 1% | -3 | -21% | -1% | -1.1% | 12% | -3% | -5%
On1c(-c2ccccc2Cl)nc2ncccc21 | -5 | 2% | -7 | -22% | 2% | 1.1% | -7% | 2% | -4%
COc1cc2c(cc1OC)n(CC(=O)c1cc(C)ccc1C)c(=O)n1nc(CCn3nc(C)cc3C)nc21 | -3 | -2% | -4 | -4% | 1% | 7.3% | 1% | -10%[57.1 µM] | 0%
Cc1cc(Nc2ccccc2F)n2nc(Cc3ccc(Cl)cc3)nc2n1 | -16 | -1% | -18 | -15% | 1% | 16% | -3% | 2% | -3%

More compounds
SMILES | LDHA block | Vif-APOBEC3G blk | PI4K2A inh | USP1-UAF1 inh | Vif-A3F inh | RXFP1 agonist | IDH1 R132H inh | TrxR1 substrate | GRP78 ERSR act
CC(C)(Oc1ccc(Br)cc1)C(=O)N1CCc2ccccc21 | 4 | 1% | 0 | -16% | -10% | 0.1% | 1% | 2% | -4%
CN1CCN(C(=S)c2ccc([N+](=O)[O-])cc2)CC1 | 5 | 1% | -7 | -10% | 1% | 0.5% | -2% | 13% | -7%
CCNC(=O)C1(C)CCCN(C(=O)c2ccc(OC)c(F)c2)C1 (stereo not drawn) | -8 | -2% | -2 | . | . | . | . | . | -3%
Cc1cccc(-c2nc(CS(=O)CC(=O)N3CCc4ccccc4C3)c(C)o2)c1 (stereo not drawn) | 3 | -4% | -9 | ? | 2% | 1.1% | 2% | 10%[57.1 µM] | -1%
Cc1cc(C)cc(-n2c(=O)c3sccc3n(CC(=O)NCc3ccco3)c2=O)c1 | -9 | 2% | -3 | 0% | -11% | 3.0% | 0% | -4% | -4%
CN(C)CCCNC(=S)N(CCO)Cc1cc2cc3c(cc2[nH]c1=O)OCO3 | -1 | 2% | -4 | -17% | -16% | 4.1% | 1% | 43%[activator] | -3%
CCCCN1C[C@H](CSC)[C@@H](CC(=O)Nc2ccc(OC)cc2)C1=O | 0 | -8% | -1 | -30% | -6% | . | -1% | . | -2%
O=C(Nc1ccc(Cl)cn1)C1CCCN(c2ncnc3c2nc2n3CCCCC2)C1 (stereo not drawn) | 0 | -6% | -6 | -9% | 3% | 2.3% | 0% | 5% | 3%
CC(C)c1cc(=O)n2[nH]c(SCc3ccc(Cl)cc3)nc2n1 | -6 | 0% | 2 | -16% | 3% | 0.2% | -16% | -7% | -1%
CCCOc1ccc(NC(=O)CNC(=O)c2cc(OC)cc(OC)c2)cc1OCCC | -4 | 0% | -1 | -9% | 5% | -1.4% | 4% | -8% | -2%
[O-]/C(=C(\C(=S)NCc1ccc2c(c1)OCO2)[n+]1ccccc1)c1ccc(Cl)s1 | -11 | 1% | 12 | -10% | -16% | 2.5% | -2% | -3% | 0%
Cc1ccc(C)c(NC(=O)Cn2nc([N+](=O)[O-])c(Br)c2C)c1 | 0 | 0% | 0 | -6% | 4% | 1.6% | 3% | -11% | -3%
CC(C)Cc1nn2c(N)c(/C=C3\C=Nc4ccccc43)c(=O)nc2s1 | -5 | -6% | 4 | -24% | ? | -0.1% | 3% | 6%[57.1 µM] | 0%
Cc1cc(C(=O)OCC(=O)NNC(=O)c2cccs2)ccc1[N+](=O)[O-] | -9 | 4% | 0 | -11% | 6% | -0.5% | 3% | 3%[57.1 µM] | -4%
CCN1C(=O)C(O)(CC(=O)c2ccc3c(c2)OCCO3)c2ccccc21 (stereo not drawn) | -2 | 0% | 6 | ? | -7% | -0.3% | 4% | 6% | -2%
Cc1ccc(CSc2nnc(-c3ccccn3)n2N)cc1 | -2 | -1% | 3 | -15% | 5% | -3.5% | 7% | -2% | -1%
O=C(NCc1ccc(Cl)cc1)C1CCN(S(=O)(=O)c2ccccc2)CC1 | -1&-5 | 0%&1% | 1&3 | -12%&10% | 12%&2% | -1.6%&0.3% | 0%&0% | -7%[57.1 µM] | -2%&0%
CCOC1=C2[C@@H](CN(S(=O)(=O)c3ccc(C)cc3)[C@H]2c2cccc3ccccc23)[C@H]2C(=O)N(Cc3ccccc3)C(=O)[C@H]2C1 | 0 | -1% | -3 | . | . | . | . | . | -1%
NC(=O)C1CCN(C(=O)c2ccc([N+](=O)[O-])cc2NC(=O)c2cccs2)CC1 | -2 | 1% | 4 | -6% | -1% | 6.1% | -3% | 1% | -1%
COc1ccccc1C(=O)NCC(=O)N/N=C(\C)Cc1ccccc1 | -8 | -1% | 5 | -21% | 2% | 0.3% | -3% | -10% | -2%

A few values from the results shown.
In Vif-A3F inh, CCCOc1ccc(NC(=O)CNC(=O)c2cc(OC)cc(OC)c2)cc1OCCC has the entry 5%
In IDH1 R132H inh, CCCCN1C[C@H](CSC)[C@@H](CC(=O)Nc2ccc(OC)cc2)C1=O has the entry -1%

The list is partial, so the mix of outcomes need not match the whole.
